# PfM18AAP inh: PfM18AAP enzyme inhibition; recombinant PfM18AAP, H-Glu-NHMec fluorogenic cleavage; inhibition, % at 7.35 µM; 1.2% of 290,000 active;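 active = inhibition above the campaign mean inhibition over all tested compounds plus 3 SD, cut at about 28% in these data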;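 note: 0% = plate median of test compound wells and 100% = 2 mM ZnCl2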
# IDE cell inh: cellular human IDE inhibition | P14735 | HEK cells, FAbetaB cleavage, fluorescence polarization | inhibition, % at 5.59 µM | 0.41% of 320,000 active | AID 434962;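 active = percent inhibition above the average of all tested compounds plus 3 SD, set per screening campaign, cut at about 16% in these data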;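 note: IDE supplied by intact live HEK cells; FP after avidin binding of uncleaved biotin substrate so inhibition keeps polarization high; 0% = DMSO wells and 100% = 60 µM reference IDE inhibitor Ii1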
# Target sequence (P14735 whole entry, looked up): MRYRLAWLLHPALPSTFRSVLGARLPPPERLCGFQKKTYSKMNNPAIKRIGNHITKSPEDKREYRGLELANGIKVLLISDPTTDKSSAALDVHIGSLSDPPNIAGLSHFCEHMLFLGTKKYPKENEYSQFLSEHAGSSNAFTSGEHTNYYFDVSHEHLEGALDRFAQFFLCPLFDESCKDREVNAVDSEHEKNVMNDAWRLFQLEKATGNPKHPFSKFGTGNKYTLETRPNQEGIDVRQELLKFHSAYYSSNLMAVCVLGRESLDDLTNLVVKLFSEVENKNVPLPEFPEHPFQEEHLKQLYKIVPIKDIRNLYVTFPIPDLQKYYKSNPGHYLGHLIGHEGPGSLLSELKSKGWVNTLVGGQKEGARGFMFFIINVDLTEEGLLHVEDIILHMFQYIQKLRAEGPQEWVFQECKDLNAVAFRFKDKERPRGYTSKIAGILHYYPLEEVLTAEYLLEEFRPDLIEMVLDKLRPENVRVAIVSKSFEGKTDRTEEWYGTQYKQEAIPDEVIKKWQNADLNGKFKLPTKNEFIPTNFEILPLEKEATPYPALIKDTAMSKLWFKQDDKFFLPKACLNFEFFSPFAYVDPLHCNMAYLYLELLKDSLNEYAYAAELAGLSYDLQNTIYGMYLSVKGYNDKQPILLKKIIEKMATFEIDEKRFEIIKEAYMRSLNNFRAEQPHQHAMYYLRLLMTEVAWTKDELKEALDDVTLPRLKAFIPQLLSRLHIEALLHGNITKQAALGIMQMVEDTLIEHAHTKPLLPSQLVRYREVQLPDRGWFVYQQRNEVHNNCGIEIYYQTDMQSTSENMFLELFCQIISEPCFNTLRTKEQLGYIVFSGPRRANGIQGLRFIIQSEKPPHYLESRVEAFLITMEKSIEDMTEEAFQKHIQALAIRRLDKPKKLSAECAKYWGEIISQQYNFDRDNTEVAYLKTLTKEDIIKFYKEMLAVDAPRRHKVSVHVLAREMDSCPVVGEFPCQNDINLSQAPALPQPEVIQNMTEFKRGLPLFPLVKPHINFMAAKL
# MEKK2mut PB1 HTS: signal of MEK5 binding to mutant human MEKK2 PB1 domain; AID 1530; bead flow cytometry, Alexa488-MEK5 binding to MEKK2 mutant; 0.35% of 290,000 active; percent response, % at 10 µM; in the data active = percent response above about 24%, passing the limit was not always enough; note: inactives centre near 1; some results filed as inactive read as strong as hits; reference of the scale not given here
# pCIP destab: p/CIP protein destabilization | AID 1984 | 0.01% of 290,000 active | F442A p/CIP-EGFP cells, EGFP fluorescence, 16 h | decrease of EGFP signal, % at 10 µM | Q05BA5;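 active = EGFP signal decrease of at least 30% at 10 µM or well 3 SD below plate mean, unless failing retest; inactive = the rest, including hits failing retest or dose response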; note: some compounds called inactive have numbers as strong as hits; many of its hits are not listed in these tables
# UBC9 SUMO inh: SUMOylation inhibition; inhibition, % at 35 µM; HTRF SUMOylation assay, SAE1/SAE2 + UBC9, in vitro; AID 2006; P63279; 0.36% of 290,000 active; in the data active = inhibition above about 50%, passing the limit was not always enough; inconclusive = no clear call, values can overlap the other calls; note: strong numbers were not always called active
# MEKK2wt PB1 HTS: raises or lowers MEK5 binding to wildtype human MEKK2 PB1 domain. bead flow cytometry, Alexa488-MEK5 binding to MEKK2 WT; actives lie on both sides. binding response (% of control), % at 10 µM. 1.1% of 290,000 active. AID 1531; in the data active = binding response below about 67% or above about 130%; inconclusive = no clear call, values can overlap the other calls; inactive = in between
# IDE act: activators of human insulin-degrading enzyme in cells; P14735; HEK cells, FAbeta-B cleavage, fluorescence polarization; 0% vehicle, 100% cell-free pure enzyme wells; activation, % at 5.96 µM; 0.073% of 340,000 active;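 active = activation above the mean of all tested compounds plus 3 SD, set per screening campaign, cut at about 17% in these data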
# NALP1 yeast inh: NALP1 inhibition; S. cerevisiae NALP1/ASC/caspase-1 growth, X-gal OD620, 72 h; inhibition, % at 10 µM; 0.61% of 280,000 active; in the data active = inhibition mostly above about 24%, no sharp cut-off; inactive = mostly below about 32%; note: some compounds called inactive have numbers as strong as hits
# MEKK3 PB1 HTS: MEKK3-MEK5 PB1 interaction, increase or decrease; Q99759; bead-based flow cytometry, Alexa488-MEK5 binding to MEKK3; actives lie on both sides; 0 = blocked by unlabeled MEK5, 100 = vehicle; binding response (% of control), % at 10 µM; 1.4% of 290,000 active; AID 1529;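 active = binding response more than 3 SD above or below the average of its plate-row segment, actives on both sides; inconclusive = wells at one plate position flagged as instrument error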;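 note: Alexa488 bead fluorescence after subtracting the streptavidin-only scavenger bead signal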
# Numbers without * were called inactive; ? = inconclusive; / = not tested or not shown. Only part of the results is shown; rates above refer to the full screens.
SMILES,PfM18AAP inh,IDE cell inh,MEKK2mut PB1 HTS,pCIP destab,UBC9 SUMO inh,MEKK2wt PB1 HTS,IDE act,NALP1 yeast inh,MEKK3 PB1 HTS
CC1CCN(CCCCOc2ccccc2-c2ccccc2)CC1,-12,0,0,3,0,112,2,38,105
O=[N+]([O-])c1cccc2c(S(=O)(=O)N3CCOCC3)cccc12,3,0,0,5,8,102,2,14,103
Cc1cc(CN2CCC(n3nccc3NC(=O)c3ccccc3C)CC2)n[nH]1,0,6,7,0,10,106,3,8,103
Cc1ccc(Nc2nnc(SCC(=O)NC(Cc3c[nH]c4ccccc34)C(=O)O)s2)cc1 (stereo not given),3,-9,-4,-9,30,92,0,10,99
Cc1ccc(Cn2c(=O)c3c(ncn3C)n(C)c2=O)cc1,-15,3,-1,-21,17,97,-4,5,98
Oc1ccc(-c2csc(-c3ccccc3)n2)cc1O,55*,-3,5,6,-2,98,-5,-16,104
CCOc1nc(C)nc(NC(=O)NS(=O)(=O)c2ccccc2Cl)n1,-1,-2,/,-6,10,/,4,-3,/
CC(=O)c1cccc(NC(=O)N2C3CCC2CC(NC(=O)C2CC2)C3)c1 (stereo not given),4,-2,-5,-10,10,95,0,-9,102
CC(=O)c1cccc(N(C(=O)Cn2nnc3ccccc32)C(C(=O)NCC2CCCO2)c2ccc(N3CCOCC3)cc2)c1 (stereo not given),-12,0,-13,-11,-2,89,3,-9,101
O=c1[nH]c(=O)n(CCO)c2nnn(Cc3ccccc3)c12,2,1,2,-4,5,107,2,-8,104
CCCNC(=O)C(=O)Nc1cc2c3c(c1)CCC(=O)N3CCC2,-3,-2,-2,-4,-5,95,9,37,94
c1ccc(CSc2snnc2-c2ccccc2)cc1,-4,7,4,-2,19,108,2,25,111
NC1=NC(=O)/C(=C/c2cn(CCC(=O)O)nc2-c2ccc(Cl)cc2)S1,2,6,0,6,-16,107,1,11,108
CCN(CC)CCN(C(=O)c1ccc([N+](=O)[O-])cc1)c1nc2c(OC)cccc2s1,-6,0,0,1,18,112,3,14,105
Cc1ccc(CCNS(=O)(=O)c2ccc3c(c2)C(C)(C)C(=O)N3C)cc1,0,7,-2,6,-6,99,-2,-7,105
CNc1c([N+](=O)[O-])cnn1-c1cccc(Cl)n1,2,-1,-1,9,16,97,5,17,99
CCCCNC(=O)C(=O)NC(C)CCc1ccccc1 (stereo not given),2,1,/,-8,7,/,3,15,/
Cc1cc(Cl)ccc1OCC(=O)N1CC(C)CC(C)C1 (stereo not given),2,2,2,-7,-11,99,5,/,104
CN(C)C(=O)OCC1COc2ccccc2O1 (stereo not given),2,4,3,-10,20,101,4,16,98
O=C1Nc2ccc(S(=O)(=O)N3CCCC3C(=O)O)c3cccc1c23 (stereo not given),-11,2,2,-7,14,101,6,-2,100
Cc1ccccc1N1C(=O)C(Cl)=C(N2CCN(c3ccccc3)CC2)C1=O,5,-1,0,-8,16,112,7,18,104
O=C(Nc1ccc(O)cc1)/C(=C\c1cccs1)NC(=O)c1ccccc1,6,2,3,-13,13,94,2,36,106
COc1cc(CNc2ccc(S(N)(=O)=O)cc2)ccc1OCC(=O)NC1CCCCC1,-1,0,6,-11,-4,103,6,19,104
Cn1cnnc1Sc1nc([N+](=O)[O-])nn1C,-8,3,-6,-5,1,98,3,-25,101
CCOC(=O)C1(Cc2ccccc2C)CCCN(S(=O)(=O)CC)C1 (stereo not given),0,0,6,7,-2,107,4,15,107
O=C(Nc1ccccc1)c1cc([N+](=O)[O-])ccc1Cl,/,6,3,-6,-1,113,2,6,109
CC(C)NC(=O)N(Cc1ccc(Cl)cc1)Cc1cccs1,-5,12,-14,-7,18,88,3,7,92
CCn1c(SCC(=O)NNC(=O)c2ccccc2)nnc1-c1ccncc1,4,-1,-1,-4,-5,98,-2,23,100
COc1ccc(CNC(=O)C2CCCN2C)cc1OC (stereo not given),-15,0,-2,-8,26,96,6,/,90
CC(C)C(NC(=O)c1ccc(F)cc1)C(=O)Nc1cccnc1 (stereo not given),4,0,-1,-1,-2,112,1,8,117
COCCNC(=O)C(c1ccccc1F)N(C(=O)C(=O)NC1CCCC1)C1CCCCC1 (stereo not given),-13,0,-8,-6,8,85,-1,12,100
CCn1c(CC(=O)Nc2cccc(OC)c2)nnc1SCC(=O)N1CCN(c2ccccc2)CC1,12,6,4,-4,2,101,-11,14,98
O=C(CSCCSCC(=O)c1ccco1)c1ccco1,9,/,9,6,1,104,/,9,104
COc1ccc(/C=C(/NC(=O)/C=C/c2ccccc2)C(=O)NCCCCCC(=O)O)cc1,-2,-1,-11,-8,19,94,5,8,92
CN(C)S(=O)(=O)c1ccc(C(=O)NCCC(=O)N2CCCC2)cc1,-2,4,-7,6,-7,103,-1,2,102
COc1cccc(CNC(=O)Cn2nc(C)c([N+](=O)[O-])c2C)c1,-2,4,0,-32,8,99,5,9,103
CCOC(=O)/C(C#N)=C/c1cc(C)n(-c2ccc(C)cc2)c1C,-4,3,-6,-6,16,95,3,-1,96
CCOc1ccc(NC(=O)C2CCCN(S(=O)(=O)c3ccc(-n4cnnn4)cc3)C2)cc1 (stereo not given),1,-3,4,-1,-9,100,3,11,100
OC1CN=C2CCCc3c2n(c2ccc(Cl)cc32)C1 (stereo not given),-5,3,2,4,9,107,-1,9,100
Cc1ccc(C(=O)N2CCN(c3ncnc4c3cnn4-c3ccccc3)CC2)cc1,-3,-1,0,/,/,99,0,/,99
COc1ccc(/C=C/C(=O)c2c(O)c(OC)c3occc3c2OC)cc1,3,/,-5,-2,14,88,0,12,88
CC(C)CN1CCN(Cc2cccn2-c2ccccn2)CC1CCO (stereo not given),1,2,4,-8,-1,108,3,-12,83
Cn1c(CNC(=O)c2ccccc2)nnc1SCC(=O)N1CCN(c2ccccc2)CC1,2,-1,-1,-9,3,100,4,4,102
CC(C)(C)c1ccc(NNC(=O)C2CCC2)cc1,40*,-2,11,-5,6,104,6,-4,107
COCC1CCN(Cc2cn[nH]c2-c2cc(OC)c(OC)c(OC)c2)CC1,1,4,-1,-5,14,100,1,-17,99
Cc1cccc(N(C(=O)CNC(=O)c2ccco2)C(C(=O)NC2CCCC2)c2ccncc2)c1 (stereo not given),-2,1,10,-7,18,103,-1,19,94
Cc1cc(-c2nc(-c3ccncc3)no2)ccc1[N+](=O)[O-],-4,6,5,7,-7,104,-2,5,103
O=C(CSc1nnnn1-c1cccc2ccccc12)N1CCOCC1,4,4,-4,-13,2,88,-2,13,88
COc1ccccc1/C(O)=C(\C#N)c1nc2ccccc2[nH]1,3,5,-12,4,21,89,4,9,95
CC(C)CN(CC(C)C)C(=O)Nc1ccccc1F,-5,4,-10,-22,17,86,0,14,88
NS(=O)(=O)c1ccc(N=Nc2c[nH]c(=O)c(O)c2)cc1,14,3,-6,-3,?,92,1,-1,94
C=CCNC(=O)Nc1ccc(Br)cc1Cl,4,-14,6,-9,14,105,3,7,109
CCC(Sc1nc2ccccc2c(=O)[nH]1)C(=O)Nc1ccc(C(C)=O)cc1 (stereo not given),-6,4,-14,-26,20,85,4,6,100
C=C(C)COc1ccc2c(C)c(CC(=O)OC)c(=O)oc2c1C,2,5,5,-19,17,108,-5,9,109
O=C(C1CCCN(Cc2ccccc2Br)C1)N1CCCCC1 (stereo not given),1,1,1,-9,10,101,6,-10,101
Cc1ccnc(NC(=O)Nc2cccc(F)c2)n1,-4,-2,-2,-7,17,98,3,23,96
CC(=O)NCCC(=O)N1CCCC(N(C)CCc2ccccc2)C1 (stereo not given),-14,-6,4,-9,19,106,-1,5,106
O=C(Cc1ccccc1)Nc1ccc(S(=O)(=O)N2CCOCC2)cc1,-6,1,2,-20,20,98,-2,0,100
O=C(CN1C2CCC1CC(NC(=O)C1CC1)C2)NCc1ccccc1 (stereo not given),-15,2,1,-4,-16,100,5,-4,97
COc1ccc(Cl)cc1C(=O)Nc1ccc(S(N)(=O)=O)cc1,-10,3,-19,2,24,92,0,12,90

# 3 entries out of the list, sorted by heavy-atom count, rising.
SMILES,PfM18AAP inh,IDE cell inh,MEKK2mut PB1 HTS,pCIP destab,UBC9 SUMO inh,MEKK2wt PB1 HTS,IDE act,NALP1 yeast inh,MEKK3 PB1 HTS
COc1ccc(/C=C/C(=O)c2c(O)c(OC)c3occc3c2OC)cc1,3,/,-5,-2,14,88,0,12,88
COCC1CCN(Cc2cn[nH]c2-c2cc(OC)c(OC)c(OC)c2)CC1,1,4,-1,-5,14,100,1,-17,99
Cc1cccc(N(C(=O)CNC(=O)c2ccco2)C(C(=O)NC2CCCC2)c2ccncc2)c1 (stereo not given),-2,1,10,-7,18,103,-1,19,94

# Additional entries follow:
SMILES,PfM18AAP inh,IDE cell inh,MEKK2mut PB1 HTS,pCIP destab,UBC9 SUMO inh,MEKK2wt PB1 HTS,IDE act,NALP1 yeast inh,MEKK3 PB1 HTS
CCn1cc(/C=C2/SC(=S)NC2=O)c(C)n1,5,7,-4,-24,-5,89,1,19,88
O=C(COc1ccccc1Cl)N1CCCC1,-6,-2,3,-5,22,99,4,13,99
COc1ccc(Cc2nc3c4c(ncn3n2)Oc2c(ccc3ccccc23)C4c2ccc(OC)c(OC)c2)cc1 (stereo not given),-2,9,0,-2,-4,105,1,36,110
Cc1ccc(CSc2nc3nc(C)cc(C)c3c(=O)[nH]2)cc1,-1,3,-5,15,0,95,1,4,104
CCCN1CCN(C(=O)CN2C(=O)CC(C)(C)S(=O)(=O)c3ccccc32)CC1,-4,2,3,-13,9,99,-3,19,101
O=C(c1nc2ncccn2n1)N1CCN(c2ccccc2)CC1,-2,7,-1,-15,14,98,-1,11,95
Cc1csc2ncc(C(=O)NCCc3ccccc3)c(=O)n12,5,0,-2,-2,-18,105,-2,33,100
Cc1c(OCC(=O)NC(Cc2ccc(Cl)cc2)C(=O)O)ccc2c3c(c(=O)oc12)CCC3 (stereo not given),2,0,0,-12,-5,102,-1,13,99
CS(=O)(=O)N(CC(=O)NCCSc1ccc(Cl)cc1)c1ccc2c(c1)OCO2,-6,2,1,-8,-9,103,2,32,101
COc1ccccc1CO/N=C/NC(=O)c1c(OC)ccnc1Oc1ccc(F)cc1,3,-2,-1,-6,48,100,2,37,100
COc1ccc(OC)c(NC(=S)NCc2ccco2)c1,4,0,2,/,/,108,0,/,100
Cc1ccc(C2=NS(=O)(=O)N(C)C(C(=O)NC3CCCC3)=C2)cc1,1,-1,-1,-3,1,97,-2,8,100
CC(Oc1cc2oc(=O)c3c(c2cc1Cl)CCC3)C(=O)NCc1ccncc1 (stereo not given),-7,6,-2,6,-19,100,-3,8,99
CCOC(=O)N1CCN(C(=O)C2CCN(S(=O)(=O)c3ccc(C)cc3)CC2)CC1,-2,4,11,0,12,104,2,6,107
CC(=O)Nc1ccc(NC(=O)C2CCN(C(=O)C3CC(=O)N(c4ccc(C)cc4)C3)CC2)cc1 (stereo not given),-4,-4,-1,11,-2,97,5,-2,103
Cc1ccc(-c2nnc(OCC3CCCO3)c3ccccc23)cc1 (stereo not given),9,2,0,-15,19,91,2,1,96
O=C(CN1CCCCC1)NC(=O)NCc1ccccc1,-2,4,-2,0,2,104,4,10,97
CCN=C1S/C(=C\c2ccc(Sc3ccc(Cl)cc3)o2)C(=O)N1CC,-5,2,3,-14,-4,99,3,-1,100
CCOC(=O)c1c(NC(=O)c2ccc(Cl)cc2)csc1C,3,-3,0,-2,6,100,8,1,105
O=C(Nc1nnc(-c2ccncc2)s1)Nc1ccccc1F,-12,-2,-6,-20,13,91,5,-5,90
O=C(c1nc2ccc(Cl)cn2c1CN1CCC[C@H]1CO)N1CCCCCCC1,0,-4,5,-7,24,104,0,12,103
